Screening data: PubChem BioAssay, Broad Institute
IDE exosite FP = insulin-degrading enzyme (human) exo-site inhibition; P14735; purified IDE, FL-6b probe fluorescence polarization; stronger effect = lower value; z-score at 20 µM; actives 6.3% (n = 17,000); AID 1259349;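 active means z-score of -3 or lower, meaning strong loss of probe binding signal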;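 further: His-tagged human IDE residues 42-1019 made in E. coli with 30 nM FL-6b probe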
Target sequence (P14735 42-1019 limits assumed): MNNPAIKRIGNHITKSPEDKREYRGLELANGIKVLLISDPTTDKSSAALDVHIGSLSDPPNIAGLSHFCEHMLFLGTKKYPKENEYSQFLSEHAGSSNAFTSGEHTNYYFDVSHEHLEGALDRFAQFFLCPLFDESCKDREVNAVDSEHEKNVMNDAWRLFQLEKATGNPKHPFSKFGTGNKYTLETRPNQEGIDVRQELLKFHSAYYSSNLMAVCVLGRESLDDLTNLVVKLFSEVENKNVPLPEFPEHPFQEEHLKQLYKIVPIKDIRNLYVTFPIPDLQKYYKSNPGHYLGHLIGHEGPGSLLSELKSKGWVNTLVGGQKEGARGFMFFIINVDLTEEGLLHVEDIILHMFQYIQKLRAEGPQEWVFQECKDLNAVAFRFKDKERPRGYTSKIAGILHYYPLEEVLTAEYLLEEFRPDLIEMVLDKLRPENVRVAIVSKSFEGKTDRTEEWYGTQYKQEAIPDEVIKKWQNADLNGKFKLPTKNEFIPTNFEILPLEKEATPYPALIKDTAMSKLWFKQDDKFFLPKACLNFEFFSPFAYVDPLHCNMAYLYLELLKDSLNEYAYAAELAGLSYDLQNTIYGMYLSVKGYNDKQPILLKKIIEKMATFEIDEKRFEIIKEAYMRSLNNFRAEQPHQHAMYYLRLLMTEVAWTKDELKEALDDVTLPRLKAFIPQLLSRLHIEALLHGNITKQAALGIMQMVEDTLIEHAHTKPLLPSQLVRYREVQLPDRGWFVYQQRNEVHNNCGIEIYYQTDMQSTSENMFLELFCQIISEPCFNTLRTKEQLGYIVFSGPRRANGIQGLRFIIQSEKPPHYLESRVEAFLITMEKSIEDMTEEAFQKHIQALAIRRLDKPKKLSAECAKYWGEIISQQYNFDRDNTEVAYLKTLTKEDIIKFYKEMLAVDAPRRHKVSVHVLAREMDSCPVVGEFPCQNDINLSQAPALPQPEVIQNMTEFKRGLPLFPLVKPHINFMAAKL
* = called active by the depositor; & = joins results of further samples. Some of the compounds tested; the hit share may differ from the screen's.

SMILES	IDE exosite FP
COc1ccc(-c2ccc([C@H]3[C@H]4CN(CC5CCOCC5)CCCCN4[C@H]3CO)cc2)cc1	0.75
OC[C@H]1[C@H](c2ccc(Br)cc2)[C@H]2CN(Cc3ccccn3)CCCCN21	-0.091
CC(=O)N(C)C[C@H]1[C@H](c2ccc(-c3ccccc3F)cc2)[C@@H](CO)N1C(C)=O	2.4
O=C(C[C@H]1C=C[C@@H](NC(=O)Nc2cccc(F)c2)[C@@H](CO)O1)NCC1CCCCC1	1.2
CCCNC(=O)N1CC(=O)N2[C@H](C1)[C@@H](c1ccc(-c3cccc(C)c3)cc1)[C@@H]2CO	-15*
C/C=C/c1ccccc1[C@@H]1[C@@H](CO)N(C(=O)NC2CCCCC2)[C@H]1C#N	-1.2
N#C[C@@H]1[C@H](c2ccccc2-c2cccc(F)c2)[C@@H](CO)N1C(=O)C1CCC1	2.5
COc1ccc(S(=O)(=O)N2CC[C@H]3[C@H](CO)Nc4ccc(Br)cc4[C@H]32)cc1	-0.3
COc1ccc(CN2[C@H](CO)[C@@H]3c4ccccc4NC[C@@H]32)cc1	2.6
CCC(=O)N1CCCCN2[C@H](CO)[C@@H](c3ccc(-c4cccc(C#N)c4)cc3)[C@H]2C1	0.28
O=C(CC(F)(F)F)N1C[C@H]2[C@@H](c3ccccc31)[C@@H](CO)N2Cc1cccnc1	2.4
CN(C)CC#Cc1ccc([C@H]2[C@H]3CN(C(=O)c4ccccc4)CC(=O)N3[C@H]2CO)cc1	1.7
CN(C)C(=O)c1ccc(-c2ccc([C@H]3[C@H](CO)N4CCCCN(Cc5cncnc5)C[C@@H]34)cc2)cc1	3.1
COc1cccc(-c2ccccc2[C@@H]2[C@@H](CO)N(C(=O)Cc3ccccc3)[C@H]2C#N)c1	1.4
O=C(Nc1cc(F)ccc1F)N[C@@H]1CC[C@@H](CC(=O)N2CCc3ccccc3C2)O[C@@H]1CO	0.21
O=C(Nc1cc(F)ccc1F)N1CC(=O)N2[C@@H](CO)[C@H](c3ccc(C#CC4CCCCC4)cc3)[C@@H]2C1	0.7
N#C[C@@H]1[C@@H](c2ccccc2)[C@@H](CO)N1C(=O)c1cccnc1	6.3
O=C(C[C@@H]1C[C@H]2c3cc(NC(=O)Nc4ccccc4F)ccc3O[C@H]2[C@H](CO)O1)NCc1ccccn1	-0.69
O=C(C[C@@H]1CC[C@H](NC(=O)C2CC2)[C@H](CO)O1)Nc1ccccc1	1.1
Cc1noc(C)c1S(=O)(=O)N(C)C[C@H]1OCc2cn(nn2)CCCC(=O)N([C@H](C)CO)C[C@H]1C	-1.1
CN1C(=O)c2cc(NC(=O)c3cccc(C(F)(F)F)c3)ccc2OC[C@@H]2O[C@@H](CC(=O)NCCN3CCCC3)CC[C@H]21	-0.62
O=S(=O)(Cc1ccccc1)N1CCCCN2[C@H](CO)[C@H](c3ccc(-c4ccccc4)cc3)[C@@H]2C1	1.4
O=C(Nc1ccccc1)N1CCCCN2[C@H](CO)[C@H](c3ccc(-c4ccncc4)cc3)[C@H]2C1	2.6
CCCC#Cc1ccc([C@@H]2[C@@H](CO)N3CCCCN(CC4CC4)C[C@H]23)cc1	-0.37
C[C@@H]1CN([C@@H](C)CO)C(=O)c2cc(NC(=O)C3CCCCC3)ccc2O[C@H]1CN(C)Cc1ccc2c(c1)OCO2	1.3

Carrying on:
SMILES	IDE exosite FP
COCCNC(=O)C[C@H]1CC[C@@H]2[C@H](COC[C@H](O)CN2Cc2ccc(Cl)c(Cl)c2)O1	-0.51
C/C=C/c1ccc([C@H]2[C@@H](CO)N3CCCCN(C)C[C@H]23)cc1	0.65
COc1ccc(C(=O)Nc2ccc3c(c2)C(=O)N(C)[C@@H]2CC[C@H](CC(=O)NCC4CC4)O[C@@H]2CO3)cc1	0.24
CCCC(=O)N1CC2(C1)CN(C(=O)Nc1cccc(F)c1)[C@@H](CO)c1c2c2ccc(OC)cc2n1C	0.46
COc1ccccc1C#Cc1ccc2c(c1)[C@H]1NCC[C@H]1[C@@H](CO)N2	0.85
C[C@@H]1CCCCO[C@@H](CN(C)CC2CCCCC2)[C@H](C)CN([C@H](C)CO)C(=O)c2cc(NS(C)(=O)=O)ccc2O1	0.55
N#C[C@H]1[C@@H](c2ccccc2-c2ccc(F)cc2)[C@@H](CO)N1C(=O)Cc1cccnc1	-1.2
CN1C(=O)c2cc(NC(=O)c3ccc(F)c(F)c3)ccc2OC[C@H]2O[C@@H](CC(=O)Nc3ccc4c(c3)COC4)CC[C@@H]21	0.86
O=C(O)[C@@H]1[C@@H](CO)[C@@H]2Cn3c(cccc3=O)[C@@H]2N1C(=O)NC1CCCC1	0.34
CN1C(=O)c2cc(NC(=O)c3ccc(C#N)cc3)ccc2OC[C@H]2O[C@@H](CC(=O)NC3Cc4ccccc4C3)CC[C@@H]21	0.21
COC(=O)C[C@@H]1CC[C@H]2[C@H](COc3ccc(NC(=O)Nc4cccc(C#N)c4)cc3C(=O)N2C)O1	-0.41
CS(=O)(=O)Nc1ccc2c(c1)[C@@H]1C[C@H](CC(=O)NCc3cc(F)ccc3F)O[C@@H](CO)[C@@H]1O2	-0.99
OC[C@@H]1[C@H](c2ccc(-c3ccc(F)cc3)cc2)[C@@H](CNC2CCCC2)N1CCC(F)(F)F	-0.7
O=C(NC1CCCC1)N1CCCCN2[C@@H](CO)[C@H](c3ccc(-c4cccnc4)cc3)[C@@H]2C1	-2.9
COc1ccc2c3c(n(C)c2c1)[C@H](CO)NCC31CCN(C(=O)Nc2ccc3c(c2)OCO3)CC1	1
CO[C@H]1CN(C)C(=O)c2cc(NC(=O)CC(F)(F)F)ccc2OC[C@@H](C)N(CC2CC2)C[C@H]1C	-1
O=C(c1cnccn1)N1CC(=O)N2[C@H](CO)[C@H](c3ccc(-c4cccc(F)c4)cc3)[C@@H]2C1	-0.31
Cc1ccccc1S(=O)(=O)N1[C@H](C#N)[C@H](c2ccc(-c3ccccc3)cc2)[C@H]1CO	5
COCC(=O)N1CC2(CCN(C(=O)c3cccnc3)CC2)c2c([nH]c3cc(OC)ccc23)[C@@H]1CO	-0.12
COCCNC(=O)[C@@H]1[C@@H](CO)[C@@H]2Cn3c(cccc3=O)[C@H]1N2S(=O)(=O)c1ccccc1C	-1.3
Cc1ccc(S(=O)(=O)N(C)C[C@@H]2Oc3c(NS(C)(=O)=O)cccc3C(=O)N([C@@H](C)CO)C[C@H]2C)cc1	0.72
COCC(=O)N1CC(=O)N2[C@H](CO)[C@H](c3ccc(C#CC4CCCCC4)cc3)[C@H]2C1	0.97
COc1cccc(CN2CCCCN3[C@H](C2)[C@@H](c2ccc(C#Cc4cccnc4)cc2)[C@@H]3CO)c1	-0.6
CCCNC(=O)Nc1ccc2c(c1)OC[C@@H](C)N(S(C)(=O)=O)C[C@@H](C)[C@H](OC)CN(C)C2=O	1.8
O=C(c1ccccc1)N1CC(=O)N2[C@H](CO)[C@@H](c3ccc(C#CC4CC4)cc3)[C@@H]2C1	1.9

Six entries from above in a different format.
SMILES | IDE exosite FP
Cc1noc(C)c1S(=O)(=O)N(C)C[C@H]1OCc2cn(nn2)CCCC(=O)N([C@H](C)CO)C[C@H]1C | -1.1
COCC(=O)N1CC2(CCN(C(=O)c3cccnc3)CC2)c2c([nH]c3cc(OC)ccc23)[C@@H]1CO | -0.12
O=C(O)[C@@H]1[C@@H](CO)[C@@H]2Cn3c(cccc3=O)[C@@H]2N1C(=O)NC1CCCC1 | 0.34
O=C(Nc1cc(F)ccc1F)N1CC(=O)N2[C@@H](CO)[C@H](c3ccc(C#CC4CCCCC4)cc3)[C@@H]2C1 | 0.7
C/C=C/c1ccc([C@H]2[C@@H](CO)N3CCCCN(C)C[C@H]23)cc1 | 0.65
CS(=O)(=O)Nc1ccc2c(c1)[C@@H]1C[C@H](CC(=O)NCc3cc(F)ccc3F)O[C@@H](CO)[C@@H]1O2 | -0.99

For convenience, part of the list above.
SMILES	IDE exosite FP
O=C(C[C@@H]1CC[C@H](NC(=O)C2CC2)[C@H](CO)O1)Nc1ccccc1	1.1
Cc1noc(C)c1S(=O)(=O)N(C)C[C@H]1OCc2cn(nn2)CCCC(=O)N([C@H](C)CO)C[C@H]1C	-1.1
CN1C(=O)c2cc(NC(=O)c3cccc(C(F)(F)F)c3)ccc2OC[C@@H]2O[C@@H](CC(=O)NCCN3CCCC3)CC[C@H]21	-0.62

Additional records follow:
SMILES	IDE exosite FP
COc1ccccc1-c1ccc([C@@H]2[C@@H](C#N)N(C(=O)C3CCOCC3)[C@H]2CO)cc1	-9.8*
COc1cccc(CN2[C@@H]3CNC[C@H]2C3c2ccc(-c3ccccc3C)cc2)c1 (some centres undefined)	-1.1&-2.5
COc1ccccc1-c1ccc([C@H]2[C@H]3CN(C(=O)NC4CCCC4)CCCCN3[C@H]2CO)cc1	-14*
COc1cccc(S(=O)(=O)N2C[C@@H](O)COC[C@@H]3O[C@H](CC(=O)N4CCN(c5ccccc5)CC4)CC[C@H]32)c1	1.1
COc1ccccc1CN1C[C@@H]2N[C@H](C1)C2c1ccc(-c2ccncc2)cc1 (some centres undefined)	0.34&-1.4
C[C@@H]1CCCCO[C@@H](CN(C)CC2CC2)[C@H](C)CN([C@H](C)CO)C(=O)c2cc(NC(=O)c3ccccc3)ccc2O1	-0.86
C[C@@H]1CN([C@@H](C)CO)C(=O)c2cc(NS(=O)(=O)c3ccc(Cl)cc3)ccc2O[C@@H](C)CCCCO[C@H]1CN(C)Cc1ccncc1	1.3
C[C@@H]1CN([C@H](C)CO)C(=O)c2cc(C#Cc3ccccc3)cnc2O[C@@H]1CN(C)C(=O)c1ccccc1	-1.8
C[C@@H]1CC=CC[C@@H](c2cccc(Cl)c2)NC(=O)[C@H](Cc2ccccc2)N(C)C(=O)c2ccccc2O1 (mixture of isomers)	0.75
O=C(NC1CCCC1)N1CC(=O)N2[C@H](CO)[C@@H](c3ccc(/C=C/c4ccccc4)cc3)[C@@H]2C1	0.29
CO[C@H]1CN(C)C(=O)c2ccc(NC(=O)Nc3c(C)noc3C)cc2OC[C@H](C)N(CCC(F)(F)F)C[C@H]1C	0.063
N#C[C@@H]1[C@@H](c2ccccc2)[C@@H](CO)N1S(=O)(=O)c1ccc(F)cc1	0.65
CC(=O)N(C)C[C@@H]1[C@@H](c2ccc(C3=CCCCC3)cc2)[C@@H](CO)N1CC1CC1	2.8
O=C(C[C@@H]1CC[C@@H]2[C@H](COC[C@H](O)CN2C(=O)Nc2ccc(Cl)cc2)O1)NCC1CCCCC1	-0.78
COc1ccccc1CNC(=O)C[C@H]1C=C[C@H](NC(=O)CC2CC2)[C@H](CO)O1	-0.3
O=C(c1cccc(F)c1)N1CCCCN2[C@H](CO)[C@H](c3ccc(-c4cncnc4)cc3)[C@@H]2C1	3.9
CO[C@H]1CC[C@@H]2CCN(C)C(=O)[C@H](C)N(C)C(=O)c3cccc(C#N)c3OC[C@H]1O2	0.6
O=C(CC1CC1)N1CC(=O)N2[C@H](CO)[C@H](c3ccc(C#Cc4cccc(F)c4)cc3)[C@H]2C1	-3.9*
COC(=O)c1ccc(CN2CC(=O)N3[C@H](C2)[C@@H](c2ccc(Br)cc2)[C@@H]3CO)cc1	1.4
CCCC#Cc1ccc([C@@H]2[C@@H](C#N)N(C(=O)C3CC3)[C@H]2CO)cc1	1.3
CO[C@@H]1CN(C)C(=O)c2ccc(NS(C)(=O)=O)cc2OC[C@@H](C)N(CC2CC2)C[C@@H]1C	0.32
C[C@H](NC(=O)C[C@@H]1CC[C@H]2[C@@H](COc3ccc(NS(=O)(=O)c4ccc(Cl)cc4)cc3C(=O)N2C)O1)c1ccccc1	-0.47
CCCNC(=O)N1[C@H](C#N)[C@@H](c2ccccc2-c2cccc(C)c2)[C@@H]1CO	-0.99
COc1ccccc1-c1ccccc1[C@@H]1[C@@H](CO)N(C(=O)C2CCC2)[C@H]1C#N	2.7
Cc1ccc(-c2ccccc2[C@H]2[C@@H](C#N)N(c3ncc(-c4ccccc4)s3)[C@@H]2CO)cc1	-1.2

Carrying on.
SMILES	IDE exosite FP
CO[C@H]1CC[C@H]2CCN(C)C(=O)[C@@H](C)CN(C)C(=O)c3cc(C#N)ccc3OC[C@H]1O2	0.0054
CCCNC(=O)N1[C@@H](C#N)[C@@H](c2ccc(C3=CCCCC3)cc2)[C@@H]1CO	4.6
COCC(=O)N1[C@H](CO)[C@H](c2ccccc2-c2ccccc2F)[C@@H]1C#N	0.035
CO[C@H]1CN(C)C(=O)c2cc(NC(=O)Nc3cccc(Cl)c3)ccc2OC[C@H](C)N(C(=O)Nc2c(C)noc2C)C[C@H]1C	1.2
CN(C)C(=O)c1ccc(-c2ccc(C3[C@@H]4CN(C(=O)c5ccccn5)C[C@H]3N4)cc2)cc1 (some centres undefined)	1.1
CC=Cc1ccc2n(c1=O)C[C@H]1[C@H](CO)[C@@H](C(=O)NCC(F)(F)F)N(C(=O)c3cccnc3)[C@@H]21 (mixture of isomers)	-0.33
O=S(=O)(Cc1ccccc1)N1CCCCN2[C@H](C1)[C@@H](c1ccc(-c3ccc(F)cc3)cc1)[C@@H]2CO	5.6
Cc1ccc(-c2ccccc2[C@H]2[C@@H](CO)N(S(C)(=O)=O)[C@H]2C#N)cc1	-2.1
O=C(C1CC1)N1CC(=O)N2[C@H](CO)[C@@H](c3ccc(C#Cc4cccc(F)c4)cc3)[C@H]2C1	-3.1*
CCS(=O)(=O)N1CC2(CN(C)[C@H](CO)c3c2c2ccc(OC)cc2n3C)C1	0.86
CO[C@H](C(=O)N(C)C[C@H]1OCc2ccccc2-c2ccccc2C(=O)N([C@@H](C)CO)C[C@@H]1C)c1ccccc1	0.17
Cc1cccc(S(=O)(=O)N2C[C@@H](O)COC[C@H]3O[C@@H](CC(=O)Nc4ccccc4)CC[C@@H]32)c1	1.7
COc1ccc(C(=O)N2C[C@H]3[C@@H](c4ccccc42)[C@@H](CO)N3Cc2ccccc2Cl)cc1	2
COc1cccc(-c2ccc([C@@H]3[C@@H](CO)N(C(=O)c4ccccn4)[C@H]3C#N)cc2)c1	-6.4*
CN1C(=O)c2cc(NC(=O)c3cccc(F)c3)ccc2OC[C@@H]2O[C@H](CC(=O)NCC3CCCCC3)CC[C@@H]21	-1.2&-1.2&-0.56
